AmpC inh no detg – qHTS Inhibitors of AmpC Beta-Lactamase (assay without detergent); 330,000 tested, 0.52% active; AmpC nitrocefin hydrolysis, absorbance 480 nm, 0.0001% Triton; Potency, µM (top dose mostly 57.1 µM), for the others: top-dose activity change, negative = inhibition, hits mostly inhibitors; AID 485341, 2010;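 further: potency means the concentration at half of the fitted maximal effect; plate controls were no compound for no effect and no enzyme for full effect; nearly all actives have a fitted effect of over 20% in size; some results filed as inactive show a strong effect at the top dose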
Target sequence (P00811 whole entry, looked up): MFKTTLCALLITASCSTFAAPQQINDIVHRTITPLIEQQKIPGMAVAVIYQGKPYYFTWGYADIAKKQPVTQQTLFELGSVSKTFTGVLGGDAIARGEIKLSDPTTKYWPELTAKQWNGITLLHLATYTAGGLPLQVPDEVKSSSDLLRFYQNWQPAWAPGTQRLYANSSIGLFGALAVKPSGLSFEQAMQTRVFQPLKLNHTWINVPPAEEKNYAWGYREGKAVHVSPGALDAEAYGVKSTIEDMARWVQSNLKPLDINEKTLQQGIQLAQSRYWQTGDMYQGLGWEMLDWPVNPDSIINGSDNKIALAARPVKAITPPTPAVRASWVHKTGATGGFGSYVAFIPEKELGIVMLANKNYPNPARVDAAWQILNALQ
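20 mM phosphate pH 7.0 + 0.01% (detergent screen) or 0.0001% Triton X-100; 5.3 nM AmpC reagent; cpd preinc 15 min RT; nitrocefin (800 uM stock) to start; A480 q20 s × 4 min; Activity was normalised to no-enzyme and no-compound control wells.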
Giardia FBPA inh – qHTS Assay for Inhibitors of Fructose-1,6-bisphosphate Aldolase from Giardia Lamblia; Potency, µM (doses to about 59.6 µM), for the others: top-dose activity, negative = inhibition, hits mostly inhibitors; purified Giardia FBPA; A8B2U2; 290,000 tested, 0.71% active; AID 2451, 2010; further: potency means the concentration at half of the fitted maximal effect; on the % scale 0 is the no-effect control and ±100 the full control effect; nearly all actives have a fitted effect of over 55% in size
Target sequence (A8B2U2 whole entry, looked up): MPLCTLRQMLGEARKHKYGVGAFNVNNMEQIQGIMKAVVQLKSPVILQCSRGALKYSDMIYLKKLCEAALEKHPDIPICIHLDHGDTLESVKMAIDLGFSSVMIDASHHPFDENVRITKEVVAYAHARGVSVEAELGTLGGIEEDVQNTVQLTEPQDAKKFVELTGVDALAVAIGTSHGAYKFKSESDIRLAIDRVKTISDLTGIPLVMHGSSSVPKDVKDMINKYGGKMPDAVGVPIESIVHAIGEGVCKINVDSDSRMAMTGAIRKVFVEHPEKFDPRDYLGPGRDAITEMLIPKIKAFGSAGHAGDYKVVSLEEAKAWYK
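40 nM FBPA preincubated 10 min at RT with compound (up to 57.5 uM final), then substrate plus GAPDH/TPI/NAD/arsenate coupling and diaphorase/resazurin added. Fluorescence read after 20 min at RT, 525/598 nm.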
Cycloheximide cs – Cycloheximide Counterscreen for Small Molecule Inhibitors of Shiga Toxin | cell reporter, cycloheximide protein synthesis inhibition counterscreen | max response, % | 300,000 tested, 12% active | AID 2314, 2010; in the data active means max response mostly above about 13%, no sharp cut-off; inactive means mostly below about 14%; further: read at 38.3 µM for the half of the compounds with a filed dose; 0% is about no effect
AMA1-RON2 inh – qHTS for Inhibitors of AMA1-RON; Towards Development of Antimalarial Drug Lead: Primary Screen; AlphaScreen AMA1-biotinylated RON2 peptide binding; Potency, µM (series often up to 58.2 µM), inactives show at the top dose activity change, negative = inhibition, most hits filed as inhibitors; 360,000 tested, 0.2% active; AID 720542, 2013;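 further: potency means the concentration at half of the fitted maximal effect; 0% = vehicle wells and -100% = peptide control; nearly all actives have a fitted effect of over 45% in size; some results filed as inactive show a strong effect at the top dose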
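AMA1 (3D7) with his tag at 25 nM final met compounds first, then biotinylated RON2 peptide at 25 nM; detection used donor plus acceptor beads, 10 µg/mL apiece, read by AlphaScreen after 30 min at room temperature.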
HCMV inh – qHTS Assay for inhibitors of the human cytomegalovirus (HCMV) | HFF cells, HCMV-luciferase reporter, 72 h; hits give low values | activity change, negative = inhibition, % at 57.5 µM | 410,000 tested, 4.5% active | AID 1259415, 2018; in the data active means activity change below about -60%; inconclusive means no clear call, values can overlap the other calls; inactive means above about -39%; further: on the % scale 0 is the no-effect control and ±100 the full control effect
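Two compound doses tested in HFFs infected with HCMV-luciferase, MOI 1 PFU/cell, 72 h at 37C. Lysate luminescence read with OneGlo; data normalized against buffer-only and 10uM Salinomycin inhibitor controls.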
Shiga toxin inh – A qHTS for Small Molecule Inhibitors of Shiga Toxin; Vero cells, Shiga toxin protein synthesis inhibition reporter; inhibition, % at 38.7 µM; 290,000 tested, 9.2% active; AID 2315, 2010; in the data active means inhibition mostly above about 28%, no sharp cut-off; inactive means mostly below about 43%; further: 0% is about no effect
AmpC detergent – qHTS Inhibitors of AmpC Beta-Lactamase (assay with detergent); P00811; AmpC hydrolysis of nitrocefin, absorbance 480 nm, 0.01% Triton; Potency, µM (top dose mostly 114 µM), without a hit: at the highest dose activity change, negative = inhibition, hits mostly inhibitors; 370,000 tested, 0.041% active; AID 485294, 2010;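 further: potency means the concentration at half of the fitted maximal effect; 0% = no-compound wells and -100% = no-enzyme wells; nearly all actives have a fitted effect of over 25% in size; some results filed as inactive show a strong effect at the top dose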
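AmpC (5.3 nM in the dispensed reagent) in 20 mM phosphate pH 7.0 with 0.01% (detergent screen) or 0.0001% Triton X-100 was preincubated with compounds for 15 min at room temperature. Nitrocefin was then added from an 800 uM solution, and hydrolysis was followed at 480 nm.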
Numbers without * were called inactive; ? = inconclusive; nt = no result given; & = joins results of further samples; [ ] = dose if it differs, or a comment. Unless noted, the call rests on the fitted dose curve; in most records, active means well fitted curve in the direction sought with a large enough effect; inconclusive means small, poorly fitted or top-dose-only effect, or another doubt; inactive means no such curve, though single readings can be large; an effect the other way counts as inactive or inconclusive.

SMILES	AmpC inh no detg	Giardia FBPA inh	Cycloheximide cs	AMA1-RON2 inh	HCMV inh	Shiga toxin inh	AmpC detergent
Cc1ccc(/C=N/NC(=O)c2cc(C)oc2C)cc1	-18%	2%	53*	-6%	?	60*	1%
CCN(C(=O)CSc1nc(N)cc(=O)[nH]1)C1CCS(=O)(=O)C1 (stereo unspecified)	-18%	nt	nt	1%	-1	nt	1%
Cc1cc(C)c(C(N)=O)c(NC(=O)Nc2ccccc2)n1	-9%	5%	2	0%	23	9	8%
COc1ccc(/C=N/Nc2nc(Nc3ccccc3)nc(N3CCCCC3)n2)c(OC)c1	?	-4%	-1	38%[activator]	?	21	-5%
COc1ccc(F)cc1S(=O)(=O)n1cc(C)nc1-c1ccccc1	-9%	-13%	-2	27%	28	-7	-7%
COc1ccc(CC/C(C)=N\NC(N)=O)cc1	-18%	1%	0	3%	27	-3	-13%
COc1ccc(C(=O)OCC(=O)NCCN2C(=O)CSC2=O)cc1	-25%	3%	-2	7%	?	-9	-7%
Cc1ccc(OCCCN(C)C)c(Br)c1	-10%	-29%	-6	-11%	-18	-30	5%
CCc1noc(C)c1C(=O)Nc1ccc(C)c(S(=O)(=O)N2CCCCCC2)c1	-22%	nt	nt	-1%	-38	nt	?
NC(=O)CSc1nnc(-c2ccoc2)o1	-9%	6%	-2	-2%	18	10	?
CCn1c(=O)c2ccccc2n2c(SCC(N)=O)nnc12	-3%	7%	1	-4%	4	10	-1%
NC(=O)/C(N=Nc1ccccc1)=N/Nc1ccccc1	-17%	nt	nt	4%	-10	nt	2%
CCOc1cnc(-c2ccc(OC)cc2)o1	-16%	3%	15*	34%[activator]	91	55*	?
S=c1sc2c(N3CCN(Cc4ccccc4)CC3)ncnc2n1-c1ccccc1	2%	0%	-2	-4%	-10	-8	5%
COc1ccc2[nH]cc(/C=C/C(=O)c3ccccc3)c2c1	-39%	-9%	105*	-15%	3	131*	-2%
COc1cc(C)c(Cl)cc1S(=O)(=O)n1ccnc1	-1%[2.29 µM]	2%	-6	8%	-24	-10	-11%
C=CCOc1ccc(C2/C(=C(/O)c3ccc4c(c3)CC(C)O4)C(=O)C(=O)N2CCCN2CCOCC2)cc1 (stereo unspecified)	36%[activator]	-3%	1	0%	-9	-1	-15%
COC(=O)Cn1c(=NC(=O)CSCC(=O)Nc2cc(C)on2)sc2cc(C(=O)OC)ccc21	-6%	4%	-1	-3%	12	17	9%
COc1ccc(C(=O)Nc2ccccc2C(=O)Nc2cccc(C)n2)cc1	0%	4%	9.8*	0%	-1	28*	?
CCN(C1CCCCC1)S(=O)(=O)c1ccc(S(=O)(=O)N(CC(=O)Nc2ccccc2)C2CC2)cc1	-5%	0%	0	0%	-1	-29	1%

Overlap with the part before: five entries; new compounds follow.
SMILES	AmpC inh no detg	Giardia FBPA inh	Cycloheximide cs	AMA1-RON2 inh	HCMV inh	Shiga toxin inh	AmpC detergent
COc1cc(C)c(Cl)cc1S(=O)(=O)n1ccnc1	-1%[2.29 µM]	2%	-6	8%	-24	-10	-11%
C=CCOc1ccc(C2/C(=C(/O)c3ccc4c(c3)CC(C)O4)C(=O)C(=O)N2CCCN2CCOCC2)cc1 (stereo unspecified)	36%[activator]	-3%	1	0%	-9	-1	-15%
COC(=O)Cn1c(=NC(=O)CSCC(=O)Nc2cc(C)on2)sc2cc(C(=O)OC)ccc21	-6%	4%	-1	-3%	12	17	9%
COc1ccc(C(=O)Nc2ccccc2C(=O)Nc2cccc(C)n2)cc1	0%	4%	9.8*	0%	-1	28*	?
CCN(C1CCCCC1)S(=O)(=O)c1ccc(S(=O)(=O)N(CC(=O)Nc2ccccc2)C2CC2)cc1	-5%	0%	0	0%	-1	-29	1%
Cc1ccc(OCC(=O)Nc2c(C)ccc3nsnc23)cc1	-20%	nt	-10	4%	-18	-5	-5%
CC(C)c1cc(Br)ccc1OCCCN1C(=O)NC(C)(C)C1=O	110%[activator]	-5%	2	7%	-28	-4	?
N#Cc1ccc(-c2cccnc2)nc1SCc1ccc(Cl)c(Cl)c1	-25%	1%	-2	4%	-36	-4	?
COCc1nnc(NS(=O)(=O)c2ccc([N+](=O)[O-])cc2)s1	-18%	5%	-5	-5%	112	-16	1%
Cc1ccc(Cn2c3ccccc3c3cn[nH]c(=O)c32)cc1	-28%	-8%	-1	3%	?	12	?
CCOc1ccc2[nH]c3c(c2c1)CNCC3	-6%	-16%	-1	-13%	8	-2	-9%
COC(=O)CSc1ncc(C#N)c(N)n1	-17%	2%	-5	47%[activator]	21	-3	?
Oc1[nH]c2ccc(Br)cc2c1N=NC(=S)Nc1ccc(F)cc1	-49%	6%	-3	64%[activator]	-14	-8	2%
c1ccc(-c2ccccc2OCCN2CCOCC2)cc1	-1%	-19%	-3	-2%	?	10	-1%
CC(=O)Oc1ccc(-c2cccc(C(=O)NCCO)c2)cc1	-25%	-1%	-1	5%	63	45	-3%
COc1cc(C(CC(=O)Nc2cc(C)ccn2)N2Cc3ccccc3C2=O)cc(OC)c1OC (stereo unspecified)	-16%	15%	-6	23%	4&9	-8	1%&9%
COc1ccc(NC(=S)NNC(=O)CNc2ccc(Cl)cc2)cc1	-25%[11.4 µM]	11%	0	55%[activator]	?	8	?
CCn1nc(C(=O)Nc2nc3ccccc3[nH]2)c2ccccc2c1=O	-58%	-8%	-3	5%[11.6 µM]	?	11	-4%
CN(Cc1ccccc1)C(=O)COC(=O)c1ccc2ccccc2n1	37%	-8%	11	2%	24	26	8%
O=C(c1ccco1)n1nc(-c2ccco2)nc1SCc1ccccc1	-24%	-3%	19*	-10%	-10	43	3%
O=C(O)c1cc(C(=O)O)c(-c2ccccc2)c(C(=O)O)c1	-12%	16%	-2	-3%	1	-6	2%
CCc1nc(N2CCC(C)CC2)c2oc3ccccc3c2n1	30%	4%	-5	1%	-8	-19	?
CCN1CCN(C(CNS(=O)(=O)c2ccc(Cl)cc2)c2ccccc2)CC1 (stereo unspecified)	14%	-4%	-4	6%	-13	-3	?
COC(=O)C1=C(C)N(Cc2ccccc2)C(=NCc2cc(OC)c(OC)c(OC)c2)N[C@H]1CCc1ccccc1	107%&151%[activator]	-6%	-5	11%	21	-1	?
O=C(CNC(=S)N(CCCN1CCOCC1)Cc1cccs1)NCc1ccccc1	121%[activator]	nt	-2	0%	0	0	9%
CCc1nnc(NC(=O)c2nc(Cl)ccc2Cl)s1	4%	nt	2	-9%	-7	-7	-11%
CCC1(c2ccccc2)NC(=O)N(CC(=O)Nc2ccc(S(=O)(=O)NC3=NCCCCC3)cc2)C1=O (stereo unspecified)	-49%	nt	nt	6%	0	nt	0%
CC(CP(=O)(O)O)NC(=O)Cc1ccccc1 (stereo unspecified)	-10%	6%	-5	3%	33	-13	1%
CCC(c1nnnn1C(C)C)N1CCN(C2CCCC2)CC1 (stereo unspecified)	-18%	1%	-2	3%	41	-20	?
COc1cc(OC)cc(-c2c(-c3cccs3)c3cc(-c4ccc(OC)cc4F)ccc3n2C)c1	-28%	nt	nt	2%	55	nt	-3%
CCOc1ccc(C2C(C(=O)Nc3cc(C)on3)c3ccccc3C(=O)N2CCN2CCOCC2)cc1 (stereo unspecified)	3%	0%	5	-11%	-5	-2	2%
NC(CC(=O)O)C1CCCCC1 (stereo unspecified)	-11%	4%	-1	nt	nt	-6	?
COc1ccc(C(=O)N2CCCc3ccccc32)cc1	-22%	6%	6	4%	11	9	-7%
Cc1cccc(Nc2nc(N)nc(CSC(=S)N3CCOCC3)n2)c1	-12%	1%	7	-18%	33	1	-1%
COc1ccc2c(c1)c(C(=O)O)c(C)n2-c1ccccc1	-21%	12%	2	3%	13	9	-6%
Cc1ccc(-n2c(O)c(/C=N/Nc3ccccc3)c(=O)[nH]c2=O)cc1C	-33%	-28%	2	21%	3	15	1%
Cc1ccc(-n2nc3c(c2NC(=O)c2ccco2)CS(=O)(=O)C3)c(C)c1	-17%	-3%	-4	0%	-30	6	-8%
COC(=O)CNC(=O)c1ccc(NS(=O)(=O)c2cc([N+](=O)[O-])ccc2Cl)cc1	-16%	-3%	6	2%	-36	-2	6%
O=C(CN1C(=O)NC2(CCCC2)C1=O)N1CCN(Cc2ccccc2)CC1	-16%	nt	nt	8%	?	nt	-4%
COc1cc(/C=C/[N+](=O)[O-])ccc1OCc1cccc(C(=O)O)c1	-57%	10%	83*	?	nt	131*	-1%
Clc1ccc(CSc2ncn[nH]2)cc1	-15%	-10%	14	-14%	-3	45	-1%
Cc1nn(C)c(C)c1Nc1ccc(N2C(=O)C3C4C=CC(C4)C3C2=O)cc1[N+](=O)[O-] (stereo unspecified)	61%[activator]	-12%	-1	9%	0	-9	3%
CC(=O)c1sc(NC(=O)C2CCN(c3ncnc4sc(C)c(C)c34)CC2)nc1-c1ccccc1	-6%	nt	nt	-22%	-19	nt	1%
CC1CCN(S(=O)(=O)Cc2ccccc2Cl)CC1	-12%	-5%[12.9 µM]	8	-11%	?	23	-7%
CCOC(=O)Cc1csc(NC(=O)Nc2cccc(Cl)c2)n1	20µM*	4%	8.9*	?	-60*	26	-2%
CC1C(=O)N2CCCc3cc(NC(=O)C(=O)NCCCc4ccccc4)cc1c32 (stereo unspecified)	24%	nt	nt	-26%	5	nt	-12%
COc1ccc(S(=O)(=O)Oc2ccccc2C(=S)N2CCOCC2)cc1	-10%	nt	-2	nt	30	-20	3%
COc1ccc(S(=O)(=O)NN(C)C(=O)c2nn(-c3ccccc3)ccc2=O)cc1	-15%	3%	-2	-7%	7	-9	-3%
COC(=O)c1ccc(N=NNc2cccc(Br)c2)cc1	-59%	1%	63*	-8%	118	74*	?
CC(=O)Nc1ccc(NC(=O)C(C)OC(=O)c2ccc(S(=O)(=O)N3CCCCCC3)cc2)cc1 (stereo unspecified)	1%	nt	nt	2%	-72*	nt	nt
CCCCN(C)C(=O)C1CCC(=O)N(c2cc(OC)c(OC)c(OC)c2)C1c1ccc(OC)cc1 (stereo unspecified)	170%[activator]	-1%	1	5%	3	3	?
CCOC(=O)N1CCN(S(=O)(=O)c2ccc(F)cc2)CC1	13%	10%	1	5%	-15	19	?
O=C(CN1C(=O)S/C(=C\c2cccs2)C1=O)Nc1ccc(O)c(C(=O)O)c1	-24%	nt	-3	1%	-16	7	10%
CCCCn1c(O)c(C=Nc2c(C)n(C)n(-c3ccccc3)c2=O)c(=O)[nH]c1=O	-13%	5%	-4	-17%	-11	-8	-8%
